# PP5 primary: inhibitors of human protein phosphatase 5 (PP5); P53041; purified PP5c, OMFP substrate fluorescence; inhibition, % at 6.7 µM; AID 1987; hit rate 0.18% among 320,000;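 active = inhibition above the campaign's mean inhibition across all tested compounds plus 3 SD, cut at about 9.5% in these data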;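 note: 0% = DMSO only and 100% = 100 µM cantharidin control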
# Target sequence (P53041 whole entry, looked up): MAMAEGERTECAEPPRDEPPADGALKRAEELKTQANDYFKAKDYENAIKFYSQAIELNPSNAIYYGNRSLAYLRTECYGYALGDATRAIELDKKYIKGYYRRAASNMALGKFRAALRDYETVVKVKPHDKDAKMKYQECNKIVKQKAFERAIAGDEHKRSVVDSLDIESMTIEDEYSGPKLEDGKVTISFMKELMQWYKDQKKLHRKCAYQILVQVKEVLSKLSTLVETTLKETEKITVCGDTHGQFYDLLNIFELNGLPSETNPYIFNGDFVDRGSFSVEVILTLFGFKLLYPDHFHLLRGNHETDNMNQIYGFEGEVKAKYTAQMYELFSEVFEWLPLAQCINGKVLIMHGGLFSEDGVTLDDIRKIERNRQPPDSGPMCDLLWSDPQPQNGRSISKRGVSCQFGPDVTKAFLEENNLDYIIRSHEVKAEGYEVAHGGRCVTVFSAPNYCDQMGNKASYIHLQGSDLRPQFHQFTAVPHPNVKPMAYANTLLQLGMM
# core dimer inh: HCV core protein dimerization inhibition; hit rate 0.33% among 300,000; AID 1899; TR-FRET GST/Flag-core106 dimerization, 1536-well; inhibition, % at 5 µM;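 active = inhibition above the mean of all tested compounds plus 3 SD, set per screening campaign, cut at about 45% in these data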
#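 System: GST-tagged and Flag-tagged HCV core protein residues 1-106 / Input: core106 proteins, GST 13.5 nM and Flag 17 nM / Buffer or medium: KF-containing HEPES buffer, pH 7.45, DTT, CHAPS, BSA / Probe or stimulus: Eu-anti-GST and XL665-anti-Flag labelled anti-tag antibodies / Schedule: 4 h, 22.5 °C incubation / Technique: TR-FRET 671 and 617 nm emission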
# TPT1 inh: inhibitors of Candida albicans tRNA 2'-phosphotransferase TPT1; hit rate 0.81% among 300,000; AID 1962; recombinant caTPT1, FP RNA substrate dephosphorylation; inhibition, % at 5 µM;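 active = inhibition above the mean of all tested compounds plus 3 SD, set per screening campaign, cut at about 24% in these data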;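 note: plate controls were DMSO alone for no effect and ferristatin control at 100 nM for full effect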
# proCasp3 act: activators of human procaspase-3; activation, % at 8.5 µM; recombinant procaspase-3 D3A, Ac-DEVD-pNA absorbance 405 nm; P42574; hit rate 0.11% among 330,000;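 active = activation above the mean of all tested compounds plus 3 SD, cut at about 21% in these data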;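 note: 0% = DMSO alone and 100% = DMSO wells spiked with extra 5 µM PC-3 D3A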
# Target sequence (P42574 whole entry D9A/D28A/D175A): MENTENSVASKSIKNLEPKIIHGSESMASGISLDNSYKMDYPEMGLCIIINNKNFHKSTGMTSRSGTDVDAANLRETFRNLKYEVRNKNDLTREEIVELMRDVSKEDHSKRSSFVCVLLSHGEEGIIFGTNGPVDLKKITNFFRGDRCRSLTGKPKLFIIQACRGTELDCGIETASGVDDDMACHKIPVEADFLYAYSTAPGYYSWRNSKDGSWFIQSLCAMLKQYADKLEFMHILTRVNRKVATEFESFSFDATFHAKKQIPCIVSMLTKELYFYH
#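 material = Procaspase-3 D3A mutant | probe or stimulus = Ac-DEVD-pNA | compound = single dose, 8.5 µM nominal compound, 0.8% DMSO | timing = 1 h preincubation, 2 h reaction | measured by = 405 nm absorbance of p-nitroaniline, reads at 0 and 120 min | benchmarks = DMSO-only low control, 5 µM PC-3 D3A high control | repeats = singlicate, each compound tested once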
# AHR activator: human AHR activation | P35869 | AHR-responsive luciferase reporter cells, luminescence | activation, % at 5 µM | hit rate 2.5% among 320,000; in the data active = activation above about 47%;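 note: 0% = vehicle wells and 100% = reference agonist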
# PP1 inh: blocks human PP1-alpha phosphatase, a PP5 counter-screen | P62136 | purified PP1alpha, OMFP fluorescence | inhibition, % at 6.7 µM | hit rate 0.9% among 320,000 | AID 2235;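 active = inhibition above the mean inhibition of all tested compounds plus 3 SD, computed separately for each screening campaign, cut at about 15% in these data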
# CTSL1 counter: blocks F. hepatica cathepsin L1 in PFM18AAP counter-screen; recombinant F. hepatica cathepsin L1, Z-Leu-Arg-MCA fluorescence; inhibition, % at 5.96 µM; hit rate 0.49% among 300,000; AID 1906;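 active = inhibition above the mean of all tested compounds plus 3 SD, set per screening campaign, cut at about 17% in these data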;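 note: 0% = plate median of test compound wells and 100% = 1 µM Z-Phe-Ala-diazomethylketone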
# procasp7 counter: counter-screen: procaspase-7 (human) activation; activation, % at 8.5 µM; hit rate 0.093% among 330,000; recombinant procaspase-7, Ac-DEVD-pNA absorbance 405 nm; D23A/D198A/D206A triple mutant, cannot self-cleave; scale: DMSO 0, 5 µM enzyme 100;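 active = percent activation above the screen-wide mean plus 3 SD, cut at about 25% in these data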
# Target sequence (P55210 whole entry D23A/D198A/D206A): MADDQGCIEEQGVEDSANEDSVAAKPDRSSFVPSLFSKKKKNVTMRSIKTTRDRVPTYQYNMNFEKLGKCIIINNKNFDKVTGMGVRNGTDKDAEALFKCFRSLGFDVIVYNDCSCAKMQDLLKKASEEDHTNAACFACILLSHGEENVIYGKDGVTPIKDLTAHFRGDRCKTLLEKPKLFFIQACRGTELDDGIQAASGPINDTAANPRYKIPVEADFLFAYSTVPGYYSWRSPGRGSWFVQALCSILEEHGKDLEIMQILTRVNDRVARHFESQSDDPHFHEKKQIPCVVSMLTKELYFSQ
#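 Material: Procaspase-7 triple mutant (PC-7 D3A) | Quantity: 2 µM procaspase-7 mutant as dispensed | Reagent: DEVD-pNA substrate | Times: 1 h preincubation, 2 h reaction | Technique: 405 nm absorbance of p-nitroaniline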
# PAFAH2 inh: inhibitors of human PAFAH2; Q99487; recombinant PAFAH2, FP-rhodamine activity probe, fluorescence polarization; inhibition, % at 3.39 µM; hit rate 0.99% among 340,000; AID 492956;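 active = inhibition above the mean over all tested compounds plus 3 SD, cut at about 30% in these data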;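 note: inhibitors block probe labeling of enzyme so polarization drops; 0% = enzyme with DMSO and 100% = wells lacking PAFAH2 protein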
# Active calls of the source: *; / = no result given. This is a random part of the collection (roughly 5.6% active in at least one column).
SMILES,PP5 primary,core dimer inh,TPT1 inh,proCasp3 act,AHR activator,PP1 inh,CTSL1 counter,procasp7 counter,PAFAH2 inh
Cc1ccc(C)c(OCCn2cc(/C=C(/C#N)C(=O)NCC3CCCO3)c3ccccc32)c1 (stereo not drawn),6.3,7.9,10.5,-14.2,1.4,52.8*,1.0,2.4,-13.3
CCOc1ccc(NS(=O)(=O)c2ccc(SC)cc2)cc1,4.9,-2.2,-2.8,-3.1,-0.6,2.5,1.3,-4.5,-5.9
Cc1ccccc1CSCC(=O)Nc1ccccc1-c1ccccc1,0.1,3.6,-0.4,4.4,2.9,0.2,3.8,8.7,-5.0
Nc1cc(=O)[nH]c(SCC(=O)c2ccc(F)cc2)n1,-2.4,3.9,-5.4,12.0,1.1,-0.9,2.4,-0.6,4.9
CCc1cc(C(c2ccccc2OC)N2CCOCC2)c(NC(=O)c2ccccc2)s1 (stereo not drawn),3.6,12.9,-3.7,0.5,1.7,0.7,4.4,-3.3,-0.4
N/C(Cc1ccc(Cl)cc1)=N\OC(=O)C1CCCCC1,-1.2,7.2,-2.4,-5.3,6.2,-3.9,-0.3,5.9,40.5*
CC(C)COc1ccc(C(=O)Nc2ccc(SC(F)F)cc2)cc1,1.2,-0.7,-0.4,4.1,3.8,-3.3,-0.4,-3.0,-5.1
Cc1ccc(-c2c(C(=O)N/N=C/c3c[nH]c4ccccc34)nnn2-c2nonc2N)cc1,4.4,-7.4,1.4,9.9,5.9,0.7,7.4,-0.7,0.5
Oc1ccccc1/C=N/Nc1nccnc1Cl,1.3,-6.5,-3.0,5.6,12.1,-0.1,3.3,7.3,-2.1
O=C(NC(=S)Nc1ccc(F)c([N+](=O)[O-])c1)c1ccccc1F,3.6,5.6,-4.8,-25.8,3.5,-0.3,6.9,-18.1,6.0
CCOC(=O)NC(C)N1C(=O)C2C3C=CC(C3)C2C1=O (stereo not drawn),-1.2,7.0,-0.4,7.8,-2.0,1.1,1.4,4.6,2.3
CC(C)OCC(O)CN1CCNCC1 (stereo not drawn),3.7,-5.4,-1.8,1.6,0.6,3.6,-3.1,-3.0,-0.7
O=C1C2CC=CCC2C(=O)N1Cc1nnc(-c2ccccc2Br)o1 (stereo not drawn),1.4,-0.9,4.2,0.1,1.8,-4.0,-0.7,-3.7,2.7
CC(=O)Nc1ccnc(-c2cccnc2)n1,2.7,-4.5,-2.8,-9.2,2.5,-2.4,-1.9,6.9,0.2
O=C(N/N=C/c1ccc(OC(=O)c2ccco2)cc1)c1ccc[n+]([O-])c1,-1.2,-1.1,2.0,5.2,3.4,-0.5,1.1,4.7,0.6
O=C(Cn1cnc2c(nnn2Cc2ccc(F)cc2)c1=O)N1CCCc2ccccc21,3.1,0.1,-0.1,-3.2,-0.8,-1.6,-9.7,-1.1,1.4
CC(C)c1cc(-c2cc(C(=O)NCc3ccccc3)on2)nc(NCC2CC2)n1,3.1,1.2,2.0,5.2,4.9,-1.3,1.1,-11.3,-8.3
Cc1cc(N2CCN(Cc3ccccc3)CC2)n2nc(C)c(-c3ccccc3)c2n1,0.5,-1.2,2.5,1.7,4.9,3.2,1.1,4.3,-0.3
CC1CN(C(=O)COC(=O)/C=C/c2cccc([N+](=O)[O-])c2)CC(C)O1 (stereo not drawn),/,/,/,0.0,12.4,/,/,5.4,-0.4
Cc1cc(NC(=O)c2cnn3c(C(F)F)cc(-c4ccccc4)nc23)no1,3.1,5.5,-2.9,6.8,3.0,1.8,-0.1,4.5,1.9
CCCCCOC(=O)C1=C(C)NC(=O)NC1c1ccc2c(c1)OCO2 (stereo not drawn),2.8,13.7,0.8,3.0,0.1,5.7,1.1,-2.9,8.2
CCCCC[C@H](O)/C=C/[C@@H]1[C@@H](C/C=C\CCCC(=O)OC)[C@@H](O)C[C@H]1O,6.6,-2.4,-1.6,-24.0,0.5,46.3*,-0.1,-28.6,1.3
N#Cc1ccc(C(=O)Nc2nnc(-c3ccco3)o2)cc1,-0.4,1.0,-1.1,3.7,1.3,-1.7,-0.9,14.4,-3.0
N#Cc1ccc(C2=CC(=O)C[C@H](c3ccc4c(c3)OCO4)C2)cc1,3.3,/,/,-1.1,16.8,3.4,/,1.6,-6.4
O=C(CSc1n[nH]c(-c2ccncc2)n1)Nc1ccc(Cl)cc1,-0.6,-1.8,-3.8,4.6,2.1,-4.6,-3.0,-0.6,0.2

# For reference, 2 of the compounds above.
SMILES,PP5 primary,core dimer inh,TPT1 inh,proCasp3 act,AHR activator,PP1 inh,CTSL1 counter,procasp7 counter,PAFAH2 inh
Cc1ccc(C)c(OCCn2cc(/C=C(/C#N)C(=O)NCC3CCCO3)c3ccccc32)c1 (stereo not drawn),6.3,7.9,10.5,-14.2,1.4,52.8*,1.0,2.4,-13.3
CCOc1ccc(NS(=O)(=O)c2ccc(SC)cc2)cc1,4.9,-2.2,-2.8,-3.1,-0.6,2.5,1.3,-4.5,-5.9

# Continuation:
SMILES,PP5 primary,core dimer inh,TPT1 inh,proCasp3 act,AHR activator,PP1 inh,CTSL1 counter,procasp7 counter,PAFAH2 inh
C=CCn1c(O)c(N=NC(=S)Nc2cccc(OC)c2)c2ccccc21,2.2,-2.5,-2.3,34.0*,61.4*,3.0,3.2,-8.1,-12.2
CC(=O)c1ccc(NC(=O)NNS(=O)(=O)c2ccc(F)cc2)cc1,1.2,6.4,-0.1,-5.9,3.0,0.4,-3.5,-5.9,-4.8
Cn1cnnc1SCC(=O)NNC(=O)c1ccc(Cl)cc1,2.8,-6.2,3.8,3.7,6.1,-0.5,-5.7,2.5,-3.1
CCN(CC)S(=O)(=O)c1ccc(OC)c(NS(=O)(=O)c2cccc(C(=O)O)c2)c1,-0.5,-8.7,-2.0,2.4,-0.3,0.6,3.8,2.8,1.7
COCCN(C(=O)Cn1c(C(F)(F)F)nc2ccccc21)c1c(N)n(Cc2ccccc2)c(=O)[nH]c1=O,0.2,-2.8,-1.1,7.5,-1.4,-1.1,0.6,5.4,-5.8
Cc1cc(C)n(CC(O)COc2ccc(Cl)cc2Cl)n1 (stereo not drawn),-2.7,-5.2,0.3,4.2,-3.0,2.0,1.0,1.2,1.7
O=C(COC(=O)C(Cc1ccccc1)NC(=O)c1cccs1)NCc1ccccc1 (stereo not drawn),0.3,/,/,10.5,1.8,-2.4,/,-4.8,5.0
CC1CCN(C(=O)c2ccc(Br)c(S(=O)(=O)N3CCOCC3)c2)CC1,-0.9,2.1,0.1,2.7,-0.2,-1.2,-2.5,-3.6,-5.2
CC(C)(C)c1ccc(C(CC(=O)O)NC(=O)Cc2ccccc2)cc1 (stereo not drawn),0.2,-5.7,0.4,5.4,0.3,-2.4,0.1,12.3,-2.8
O=C(NCc1ccccn1)C1CCN(Cc2cnn(-c3ccccc3)c2-n2cccc2)CC1,0.1,-3.2,-0.6,5.2,-1.7,-4.7,-2.2,5.0,-2.8
c1ccc(-c2csc3nnc(SCc4ccc5c(c4)OCCO5)n23)cc1,1.2,12.1,-6.7,-15.0,8.9,5.8,-3.0,-5.5,0.8
Nn1c(SCC(=O)NC(=O)NCc2ccco2)nnc1-c1ccc(OC(F)F)cc1,-1.4,78.9*,7.8,-4.8,15.4,0.1,4.2,-12.3,6.3
Cc1cc(N2CCc3ccccc32)n2ncnc2n1,-1.9,-4.0,-0.2,-3.5,0.4,-1.4,2.8,-1.3,3.1
COc1cc(NS(=O)(=O)c2ccc(N=Cc3c(C)[nH]n(-c4ccccc4)c3=O)cc2)nc(OC)n1,-0.1,-8.1,0.7,-14.4,6.5,-3.4,3.5,7.3,-6.8
O=C(Nc1ccc(Nc2ccncc2)cc1)c1ccc(Nc2ccnc3ccc([N+](=O)[O-])cc23)cc1[N+](=O)[O-],5.6,62.3*,0.7,-4.3,-4.7,41.4*,-2.5,-5.1,-2.3
Cn1cccc1C(=O)N1CCc2ccccc2C1,1.6,1.0,-0.4,0.8,12.0,-2.6,2.6,0.7,8.6
COc1ccc(Nc2nnc(SCC(=O)NC(=O)Nc3ccc4c(c3)OCCO4)s2)cc1,-0.3,4.7,-1.2,-4.8,6.3,-0.3,-3.6,-5.4,6.0
O=C1CNC(=O)/C1=C\N1CCN(C(c2ccccc2)c2ccccc2)CC1,-1.9,-6.4,-2.6,2.7,-2.1,-2.0,-3.8,-6.1,0.4
Cc1cc(C)n2cc(COc3ccc4ccccc4c3)nc2n1,-0.8,10.4,-2.3,4.3,9.0,-1.5,2.4,5.0,-0.7
O=C1Nc2ccccc2C1=Nc1cccc([N+](=O)[O-])c1,0.0,-0.5,0.1,-2.4,5.8,-1.3,-1.7,11.8,-1.2
CCC(O)c1cc2c(cc1NC(=O)c1cccs1)OCCO2 (stereo not drawn),0.7,-4.8,1.1,2.6,19.4,0.0,1.1,-8.7,5.5
Cc1cc(C)n(-c2nc3ccccc3nc2N2CCN(S(=O)(=O)c3cccc(C#N)c3)CC2)n1,2.7,1.4,-1.7,-0.2,3.7,0.3,2.4,-8.7,4.6
COCC1CCN(Cc2cn[nH]c2-c2cc3ccccc3o2)C1 (stereo not drawn),4.1,3.0,0.4,-4.6,4.1,2.0,-1.0,-0.6,2.8
CCN(CC)C(=S)NC(=O)c1cccnc1,-0.1,-1.4,6.5,-4.6,-1.3,-3.8,-2.8,-4.4,-2.1
O=C(NCCCn1ccnc1)C1CCCN(S(=O)(=O)c2ccc(F)cc2)C1 (stereo not drawn),-8.2,-3.3,1.0,0.0,9.3,-1.3,-0.3,-4.6,-12.6
# (further entries)
SMILES,PP5 primary,core dimer inh,TPT1 inh,proCasp3 act,AHR activator,PP1 inh,CTSL1 counter,procasp7 counter,PAFAH2 inh
Cc1cc(NC(=O)CN2C(=O)NC(CC(C)C)C2=O)ccc1Br (stereo not drawn),2.2,/,/,5.7,1.7,0.3,/,5.0,3.4
Cc1ccc(Nc2nnc(C(C)(C)C)c(=O)n2N)cc1,1.9,-2.4,-0.9,4.0,8.3,0.2,1.1,0.4,-3.6
COc1ccccc1NC(=O)c1ccc(NC(=O)COC(=O)C2CC2C)cc1 (stereo not drawn),-3.5,-4.4,-0.7,0.6,4.7,-6.2,-1.3,0.1,42.9*
Cc1ccc(S(=O)(=O)N(CC(=O)N2CCOCC2)c2ccc(C(C)C)cc2)cc1,4.0,3.0,0.1,-0.8,-1.8,4.1,-1.2,4.4,-2.6
CCSc1ccc(C(=O)NCC(=O)O)cc1,-0.3,-9.1,0.0,-1.8,-1.1,-0.5,-0.8,-4.9,3.7
CC(=O)N1CCOCCOCCN(C(C)=O)CCOCCOCC1,1.7,-3.2,-0.7,5.3,-1.5,-3.0,-6.6,-6.4,6.1

# Results in PAFAH2 inh and core dimer inh, for five of the compounds above:
molecule | PAFAH2 inh | core dimer inh
Cn1cccc1C(=O)N1CCc2ccccc2C1 | 8.6 | 1.0
COCCN(C(=O)Cn1c(C(F)(F)F)nc2ccccc21)c1c(N)n(Cc2ccccc2)c(=O)[nH]c1=O | -5.8 | -2.8
CCN(CC)C(=S)NC(=O)c1cccnc1 | -2.1 | -1.4
CC(C)COc1ccc(C(=O)Nc2ccc(SC(F)F)cc2)cc1 | -5.1 | -0.7
O=C(N/N=C/c1ccc(OC(=O)c2ccco2)cc1)c1ccc[n+]([O-])c1 | 0.6 | -1.1
